PTHR1 ag – PTHR1 (human) receptor agonism | Potency, µM (highest dose often 115 µM), inactives show at the highest dose activation, hits mostly activators | 410,000 compounds, 0.075% hits | HEK293 GP2 PTHR1 cells, GloSensor cAMP luminescence, 1 h; also: potency is read from the fitted curve at half-maximal effect; nearly all actives have a fitted effect of over 55% in size; some results filed as inactive show a strong effect at the top dose; inactives centre near -15; many of its hits are not listed in these tables
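HEK-293-derived GP2 cells expressing PTHR1 and a GloSensor cAMP reporter, 3,000/well, plated overnight, given luciferin plus IBMX (each 0.5 mM as added) for 1 h at 37 °C, then compound for 1 h at 37 °C. Luminescence was read after 15 min at room temperature.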
EPAC2 ag – EPAC2 (human) agonism; EPAC2 activation, biochemical qHTS; response scale: 100% = 6.5 mM cAMP response; AID 720711; Potency, µM (highest dose often 154 µM), inactives show top-dose activation, actives largely listed as activators; 360,000 compounds, 0.079% hits; Q8WZA2; also: potency is read from the fitted curve at half-maximal effect; nearly all actives have a fitted effect of over 50% in size
Target sequence (Q8WZA2 whole entry, looked up): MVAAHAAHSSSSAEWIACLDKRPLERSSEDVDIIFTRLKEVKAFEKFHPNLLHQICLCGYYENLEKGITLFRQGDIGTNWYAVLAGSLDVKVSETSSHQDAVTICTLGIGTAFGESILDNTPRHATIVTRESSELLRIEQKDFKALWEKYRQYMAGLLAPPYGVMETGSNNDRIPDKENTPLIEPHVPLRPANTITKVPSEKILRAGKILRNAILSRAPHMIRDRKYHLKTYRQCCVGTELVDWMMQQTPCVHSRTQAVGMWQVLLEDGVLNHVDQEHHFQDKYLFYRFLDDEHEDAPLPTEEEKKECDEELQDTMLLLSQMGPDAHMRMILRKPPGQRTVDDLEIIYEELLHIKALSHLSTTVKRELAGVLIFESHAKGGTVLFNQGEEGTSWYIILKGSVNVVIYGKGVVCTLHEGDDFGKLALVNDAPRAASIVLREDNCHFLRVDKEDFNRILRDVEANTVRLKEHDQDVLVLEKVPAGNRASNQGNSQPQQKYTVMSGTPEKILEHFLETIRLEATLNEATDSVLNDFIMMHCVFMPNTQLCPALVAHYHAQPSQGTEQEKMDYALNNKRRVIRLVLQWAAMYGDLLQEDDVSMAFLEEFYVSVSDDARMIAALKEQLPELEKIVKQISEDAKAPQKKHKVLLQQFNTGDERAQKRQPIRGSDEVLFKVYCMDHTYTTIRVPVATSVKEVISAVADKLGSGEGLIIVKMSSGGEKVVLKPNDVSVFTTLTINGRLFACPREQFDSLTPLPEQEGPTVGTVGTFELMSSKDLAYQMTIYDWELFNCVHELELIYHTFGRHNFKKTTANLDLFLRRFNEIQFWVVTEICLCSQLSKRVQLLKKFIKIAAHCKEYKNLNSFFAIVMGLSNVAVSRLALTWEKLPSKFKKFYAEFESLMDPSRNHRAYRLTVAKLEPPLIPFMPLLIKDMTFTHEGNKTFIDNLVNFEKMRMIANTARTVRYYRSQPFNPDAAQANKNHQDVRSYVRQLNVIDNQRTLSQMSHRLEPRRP
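In this primary screen, activation is scored as increased exchange of BODIPY-GDP from Rap1B by 100 nM EPAC2, with 50 uM GDP as competitor. Signal is normalized to the 6.5 mM cAMP agonist control.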
DRD3 agonist – agonists of human D3 dopamine receptor | P35462 | D3R DiscoveRx beta-arrestin cells, luminescence, 90 min | max activation, % | 410,000 compounds, 0.58% hits; in the data active = max activation above about 30%; also: 0% is about no effect; mostly tested at two doses, the higher about 12 µM
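Agonist mode: compounds and dopamine controls were applied to plated cells for 90 min at 37 degrees C after an overnight attachment at 1500 cells/well. Luminescent read-out followed 30 - 60 minutes at room temperature with DiscoveRx detection reagent.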
EPAC2 antagonist – blocks human EPAC2 exchange factor. AID 720708. Q8WZA2. EPAC2 GEF exchange of Rap1B-BODIPY-GDP, fluorescence. 360,000 compounds, 0.18% hits. Potency, µM (highest dose often 114 µM), for inactives: top-dose activity, negative = inhibition, actives largely listed as inhibitors; also: potency is read from the fitted curve at half-maximal effect; % is scaled to controls: 0 for no effect and ±100 for the full control effect; nearly all actives have a fitted effect of over 45% in size; many of its hits are not listed in these tables
pAkt inh – inhibitors of Akt phosphorylation; Neuro2A IGF-stimulated pAkt S473 HTRF, 20 min; hits give low values; activity change, % for hits at 50 µM; 360,000 compounds, 0.32% hits; AID 651550; in the data active = activity change below about -80%; inconclusive = mostly about -51% to -80%; also: % is scaled to controls: 0 for no effect and ±100 for the full control effect
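Single-point screen (50 µM final compound) in Neuro2A cells stimulated 20 min with 6 nM IGF at 37 deg C. After lysis, Ser473-phosphorylated Akt read by HTRF (ex 330 nm, em 615/665 nm) as the 665/615 ratio.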
CCT chaperon mod – modulators of cytosolic chaperonin (CCT/TRiC) activity. 360,000 compounds, 0.3% hits. activity change, % (test concentration not listed), hits read low. purified chaperonin ATPase assay, HTRF ADP detection, 30 min; in the data active = activity change below about -30%; also: % is scaled to controls: 0 for no effect and ±100 for the full control effect
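Enzyme 40 or 20 nM (batch-dependent) in Tris pH 7.4/KCl/MgCl2/DTT; cpd 76 uM single point; ATP 10 uM; 30 min 37 °C; Transcreener ADP HTRF detection, 30 min RT; ratio 665/615.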
MmCpn inh – blocks the Methanococcus maripaludis chaperonin Mm-Cpn | Potency, µM (doses to about 76.9 µM), without a hit: at the top dose activity, negative = inhibition, hits mostly inhibitors | 330,000 compounds, 0.031% hits | purified Mm-Cpn ATPase, ADP Transcreener TR-FRET; also: potency is read from the fitted curve at half-maximal effect; % is scaled to controls: 0 for no effect and ±100 for the full control effect; nearly all actives have a fitted effect of over 80% in size
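Inhibition of chaperonin ATP hydrolysis is measured as reduced ADP production, detected by competitive TR-FRET in which signal falls with ADP. Final enzyme 25 nM and ATP 10 uM, reacted 30 min at 37°C.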
D3 antag – D3 dopamine receptor (human) antagonism. D3R cells, DiscoveRx beta-arrestin luminescence, antagonist mode; hits give low values. max response, negative = inhibition, %. 360,000 compounds, 2.5% hits. AID 652054; in the data active = max response below about -50%; inconclusive = no clear call, values can overlap the other calls; also: % is scaled to controls: 0 for no effect and ±100 for the full control effect; mostly tested at two doses, the higher about 12 µM
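Cells expressing the human receptor were seeded at 1500 cells/well, incubated overnight at 37 degrees C in 5% CO2, then exposed to library compounds with dopamine controls for 90 minutes at 37 degrees C before luminescent detection.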
* marks the source's active call; other numbers are inactive results; i = inactive; ? = inconclusive; nt = not tested or not shown; [ ] = another dose, or the depositor's remark. Unless noted, calls follow the shape of the dose curve; as a rule, active = well fitted curve in the direction sought with a large enough effect; inconclusive = small, poorly fitted or top-dose-only effect, or another doubt; inactive = no such curve, though single readings can be large; an effect the other way counts as inactive or inconclusive.

Results follow in this order: PTHR1 ag, EPAC2 ag, DRD3 agonist, EPAC2 antagonist, pAkt inh, CCT chaperon mod, MmCpn inh, D3 antag
1: C=CCN1C(=O)C2(/C(=C(\O)c3ccc4c(c3)OCCO4)C(=O)C(=O)N2CCCOC)c2ccccc21 (stereo not given)
 : -21%[57.5 µM], -3%, 13, 4%, i, 2.7, -4%, -14
2: O=C(CN1CCN(Cc2ccccc2Cl)CC1)N/N=C/C=C/c1ccco1
 : i, 3%, -12, 6%, i, 0.6, 0%, 6
3: CCN(C[C@H]1N[C@@](C)(C(=O)OC)[C@H]2C(=O)N(Cc3ccccc3)C(=O)[C@@H]12)C(=O)Nc1ccc(Cl)cc1
 : i, -7%, 6, -10%, i, 0.0, 1%, 8
4: COc1ccc(NS(=O)(=O)c2ccc(N3CCOCC3)c(NC(=O)c3cccc(F)c3)c2)cc1
 : -3%, 3%, 5, 3%, i, -2.1, 1%, 3
5: CCOc1cccc2cc(C(=O)NCc3ccc(C)cc3)c(=N)oc12
 : 29%, 7%, 6, 5%, i, -1.5, 0%, -1
6: N#Cc1nc(-c2ccccc2)oc1N1CCN(C(=O)c2ccco2)CC1
 : -20%, 0%, -2, 5%, i, 1.2, -4%, 8
7: C/C(=N\NC(=O)c1c(C)nc2ccccn12)c1ccc(N2CCOCC2)cc1
 : i, 10%, 1, -12%, i, -1.6, -1%, -2
8: COc1ccc(C(O)P(=O)(OCCC(C)C)c2ccc(N(C)C)cc2)cc1 (stereo not given)
 : i, 6%, 3, -11%, i, -1.2, -2%, 7
9: CCn1c(CCC(=O)O)nc2cc(S(=O)(=O)N(C)C)ccc21
 : i, -3%, -10, 7%, i, -0.7, 1%, 10
10: Cc1nn(CC(=O)NC2CCS(=O)(=O)C2)c(C)c1S(=O)(=O)N(C)C (stereo not given)
 : 11%, 2%, 4, 1%, i, 2.2, 0%, 0
11: Cc1ccc(NC(=O)CCN2C(=O)NC3(CCCC3)C2=O)c(C)c1
 : -11%, 6%, -2, 5%, i, 0.5, 0%, ?
12: CCCCOC(=O)c1sc2nc(N3CCOCC3)c3c(c2c1N)CC(C)(C)OC3
 : i, 7%, 2, 12%, i, -4.6, 1%, 0
13: COc1ccc(OCC(O)CNC(=O)c2ccccc2)cc1 (stereo not given)
 : -27%, 14%, 4, 13%, i, -1.8, 0%, 42
14: CCCC12CN3CC(C)(CN(C1)C3c1ccc(OC(C)C)cc1)C2=O (stereo not given)
 : i, -3%, -10, -1%, i, 0.9, 2%, 0
15: COc1ccccc1CNC(=O)CSc1nnc2c(n1)[nH]c1ccc(F)cc12
 : -8%, 6%, -5, -5%, i, 0.8, 1%, 5

(next part)
Results follow in this order: PTHR1 ag, EPAC2 ag, DRD3 agonist, EPAC2 antagonist, pAkt inh, CCT chaperon mod, MmCpn inh, D3 antag
16: CCc1noc(C)c1C(=O)N1CC(C)OC(C)C1 (stereo not given)
 : i, 6%, -4, 11%, i, 0.8, -1%, 17
17: O=C(c1cc(COc2cccc(C(F)(F)F)c2)on1)N1CCC(c2ccccc2)CC1
 : -6%, -2%, 1, -4%, i, -4.4, 2%, -8
18: CC(=O)Nc1ccc(S(=O)(=O)N2CCN(C(=O)c3ncoc3-c3ccccc3C)CC2)cc1
 : -8%, 13%, 1, 1%, i, -1.9, -8%, -16
19: COC(=O)CCCC(=O)NC1CCCN(C2Cc3ccccc3C2)C1 (stereo not given)
 : -56%[inhibitor], 1%, -3, 10%, i, 1.4, 3%, 6
20: O=C(CCNC(=O)c1ccc(Br)cc1)Nc1ccccc1N1CCCC1
 : i, -6%, -19, 8%, i, -2.1, -1%, -22
21: COc1ccc(/C=C/C(=O)NCc2cccnc2)cc1
 : i, -6%, -1, 14%, i, -0.6, 1%, 1
22: NC(=O)C[C@H](N)c1cn([C@@H](CC(N)=O)C(=O)N2CCNCC2)nn1
 : 14%, 9%, -10, 8%, i, -8.6, 2%, -7
23: CN1CCN(c2nc3cc(N4CCOCC4)ccc3s2)CC1
 : -25%, 19%, -5, 5%, i, -1.2, nt, -6
24: CN1C2C(Br)CCCCN2c2ccc(F)cc2S1(=O)=O (stereo not given)
 : i, 2%, -2, -12%, i, -1.2, -1%, -3
25: CCCn1cnc2c(SCc3ccccn3)nc(N)nc21
 : i, 6%, 1, -4%, i, -1.9, nt, 3
26: CCN1CCN(C(=O)/C=C/c2ccccc2[N+](=O)[O-])CC1
 : i, 13%, -15, 1%, i, -1.0, -2%, -24
27: Cc1ccc(CNC(=O)c2ccc[nH]2)cc1
 : -4%, 2%, -32, 1%, i, -1.7, -2%, -10
28: COc1ccc(CN2C(=O)CCC2(C)C(=O)NC2CCCCC2)c(OC)c1 (stereo not given)
 : i, -1%, 3, 7%, i, 0.0, 0%, 7
29: CN(C)C(=O)COC(=O)c1cc(Cl)cc(Cl)c1N
 : 0%[57.5 µM], -6%, -3, 7%, i, -0.4, -1%, 11
30: COC(=O)c1c(NC(=S)NNC(=O)c2ccc(Cl)s2)sc(C(=O)N(C)C)c1C
 : -15%, -7%, -3, -11%, i, 0.8, 0%, -19

(list continues)
Results follow in this order: PTHR1 ag, EPAC2 ag, DRD3 agonist, EPAC2 antagonist, pAkt inh, CCT chaperon mod, MmCpn inh, D3 antag
31: CC1CN(Cc2ccccc2)C(=O)N(c2ccccc2)C1=O (stereo not given)
 : i, 0%, -7, -1%, i, -1.2, nt, -12
32: N#CCCN(CCC#N)C(=O)C1c2ccccc2Oc2ccccc21
 : i, 4%, 10, 2%, i, -1.7, 1%, 2
33: COC(=O)CCC(=O)Nc1ccc(S(=O)(=O)Nc2cc(OC)nc(OC)n2)cc1
 : i, 1%, 2, -6%, i, -3.6, 1%, 7
34: Cc1ccc(CN(C(=O)c2csnn2)C(C(=O)NC2CCCC2)c2ccccn2)cc1 (stereo not given)
 : i, -2%, 1, 1%, i, -0.8, -2%, 6
35: COc1ccc2c([N+](=O)[O-])c(N3CCCC3)[nH]c2c1
 : i, 1%, 8, 3%, i, -4.2, -3%, 17
36: O=C(COC(=O)Cc1ccc(Br)cc1)NC1CCCCCC1
 : -15%, 12%, -4, -8%, i, -1.6, 0%, -6
37: NC(=O)C1CCN(C(=O)CSc2ncccn2)CC1
 : -20%, -3%, -2, 6%, i, -0.5, -2%, 4
38: O=C(O)c1cccc(NN=C2c3ccccc3-c3ccccc32)c1
 : i, -1%, 0, -30%, i, -0.4, 1%, 13
39: COc1cc(NC2c3ncccc3C(=O)N2Cc2ccco2)cc(OC)c1 (stereo not given)
 : i, -5%, -13, 1%, i, -3.6, -17%, 18
40: O=[N+]([O-])c1ccc(N2CCN(c3ccc(F)cc3)CC2)nc1
 : -28%, 6%, -8, 4%, i, -4.0, 3%, -24
41: Cc1cccc(NCC(=O)N/N=C\c2cccn2C)c1
 : i, 9%, -2, -1%, i, 0.8, -4%, -13
42: CCN1C(=O)[C@H]2[C@@H](c3ccc(-c4ccc(F)cc4)cc3)N3CCCC[C@@]3(C(=O)OC)[C@H]2C1=O
 : -13%, 10%, -6, -4%, i, 0.0, -3%, 0
43: Cc1cc(-c2ccc(C)c(S(=O)(=O)N3CCN(c4ccc(F)cc4)CC3)c2)on1
 : -29%, 6%, 2, -4%, i, -1.8, -1%, -8
44: O=C1CSc2ccc(C(=O)NCC(c3ccco3)N3CCCCC3)cc2N1 (stereo not given)
 : -4%, 1%, -9, -5%, i, -2.1, 0%, -13
45: CC(Oc1cccc(Br)c1)C(=O)NNC(=O)CCNC(=O)c1ccccc1Cl (stereo not given)
 : i, 5%, 1, 4%, i, -3.3, 0%, -29

(further entries)
Results follow in this order: PTHR1 ag, EPAC2 ag, DRD3 agonist, EPAC2 antagonist, pAkt inh, CCT chaperon mod, MmCpn inh, D3 antag
46: N#CC1=C(SCC(=O)Nc2ccc(C(=O)O)cc2)NC(=O)CC1c1ccco1 (stereo not given)
 : i, 3%, 0, 9%, i, 0.2, 5%, 5
47: CCOC(=O)C(NC(=O)c1ccc(F)cc1)(Nc1sc2c(c1C(N)=O)CCC2)C(F)(F)F (stereo not given)
 : -9%, 11%, -1, -6%, i, -1.7, -1%, -10
48: O=C(COC(=O)c1ccc(O)cc1)Nc1ccccc1-c1ccccc1
 : -36%[inhibitor], -11%, 3, 9%, i, -0.8, 0%, 36
49: O=C(CNC(=O)c1ccc(Cl)cc1Cl)OCc1nnc(-c2ccccc2)o1
 : i, -4%, 5, -4%, i, 0.1, 3%, 17
50: Cc1ccc(C(=O)Cn2ncsc2=N)cc1
 : -8%, 14%, 3, -2%, i, 0.6, 1%, 29
51: CCOc1cc(/C=N/NC(N)=O)cc(Br)c1OCc1ccccc1
 : -7%, 10%, 8, 0%, i, -2.3, 1%, 8
52: Cc1nc2ncnn2c(C)c1Cc1c(Cl)cccc1Cl
 : -14%[57.5 µM], 8%, -8, -2%, i, -1.7, 0%, 7
53: C/C(=N\NS(=O)(=O)c1ccc([N+](=O)[O-])cc1)c1ccc2c(c1)OCO2
 : 12%, 17%, 5, -2%, i, -2.9, 0%, -23
54: COc1cc(C2C3C(C)N(C)C(=O)N(C)C3N(C)C(=O)N2C)ccc1O (stereo not given)
 : i, 0%[15.6 µM], 2, 10%, nt, -1.1, 1%, 25
55: Cc1cc(C)c(CC(=O)c2ccccc2)c(C)c1
 : -41%, 2%, 4, -5%, i, 0.8, nt, 9
56: CC(CCc1ccccc1)NC(=O)COC(=O)c1ccc(NC(N)=O)cc1 (stereo not given)
 : -27%, 7%, 0, -13%, i, 1.9, 2%, 2
57: O=C(Nc1nnc(S(=O)(=O)N2CCN(c3ccc(F)cc3)CC2)s1)c1ccccc1
 : -16%, 0%, 1, -3%, i, -2.3, 1%, 9
58: CC[C@]12c3[nH]c4ccc(Cl)cc4c3CCN1C(=O)[C@@H](CC(=O)NCCCn1ccnc1)C[C@@H]2C(=O)N1CCN(C(=O)C2CC2)CC1
 : 5%, -4%, -4, 1%, i, 1.0, 7%, 0

Full records, quoted from the list. Screens in order: PTHR1 ag, EPAC2 ag, DRD3 agonist, EPAC2 antagonist, pAkt inh, CCT chaperon mod, MmCpn inh, D3 antag
Cc1cc(-c2ccc(C)c(S(=O)(=O)N3CCN(c4ccc(F)cc4)CC3)c2)on1 as listed: -29%, 6%, 2, -4%, i, -1.8, -1%, -8
Cc1ccc(CNC(=O)c2ccc[nH]2)cc1 as listed: -4%, 2%, -32, 1%, i, -1.7, -2%, -10

Bioassay records deposited in PubChem BioAssay by National Center for Advancing Translational Sciences (NCATS).

Only part of the results is shown; count on the stated rates, not on these rows.
